Source: PubChem BioAssay
EWS-Fli inh = inhibitors of EWS/Fli oncoprotein transcriptional activity | A673 NR0B1-luciferase reporter, viability-normalised | inhibition, % at 12.6 µM | hit rate 0.67% among 350,000 | AID 651661;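 active = mean inhibition of at least 50% after viability correction, with every replicate also passing that limit; inconclusive = mean reaches 50% but only one of two replicates passes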;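 note: firefly luciferase signal divided by Alamar Blue viability fluorescence both relative to DMSO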
S100A4 inh HTS = inhibitors of human S100A4 binding to myosin IIA peptide | P26447 | S100A4/TAMRA-MyoIIA peptide fluorescence polarization | inhibition, % at 10.7 µM | hit rate 0.14% among 360,000 | AID 652163;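 active = mean inhibition of at least 70% across replicates, with every replicate also reaching that level; inconclusive = mean inhibition reaches 70% but some replicates fall short; inactive = mean inhibition below 70%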
Target sequence (P26447 whole entry, looked up): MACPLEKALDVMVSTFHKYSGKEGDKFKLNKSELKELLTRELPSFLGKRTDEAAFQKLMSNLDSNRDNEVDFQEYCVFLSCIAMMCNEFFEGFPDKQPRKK
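incubation = readout 5 min after mixing, signal stable up to 60 min | system = S100A4 monomer protein | buffer or medium = HEPES pH 7.2 with CaCl2, KCl, NaCl, DTT, Triton | benchmarks = neutral control DMSO, positive control TFP | also added = fluorescent myosin IIA peptide, 5 nM | compound dosing = one concentration per compound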
esBAF inh = blocks esBAF chromatin remodeling in mouse ES cells | Bmi1-luciferase knock-in reporter, 24 h; 100% = twice the neutral-well signal | reporter increase, % at 12.5 µM | hit rate 2% among 350,000 | AID 602393; in the data active = activation above about 40%; inconclusive = no clear call, values can overlap the other calls;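 note: 0% = median of the plate's neutral control wells and 100% = double that signal; a rise in the Bmi1 reporter signal indicates esBAF inhibition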
Xi reactivation = activators of X-chromosome reactivation in mouse fibroblasts. XiGFP mouse fibroblasts, % GFP-positive cells imaging, 3 d; cells co-treated with 5-aza-dC sensitizer; scaled so ellipticine positive control = 100%. hit rate 0.055% among 360,000. activation, % at 7.58 µM. AID 743238;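 active = mean normalized replicate activation at least 10% and every replicate at or above 10%; inconclusive = only one of the two criteria met; inactive = mean below 10% and not all replicates reach 10%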;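 note: 0% = median of on-plate neutral control wells and 100% = ellipticine 6 µM median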
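Material: XiGFP fibroblasts, SV40-immortalized. Buffer or medium: DMEM plus 5-aza-dC sensitizer. Compound: single concentration per compound, delivered by pin transfer. Times: 3 days compound exposure. Controls: ellipticine 6 µM.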
FN deposition inh = fibronectin deposition inhibition; AH1F fibroblasts, Alexa488-fibronectin deposition fluorescence, overnight; inhibition, % at 12.6 µM; hit rate 0.086% among 350,000; AID 743247;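 active = mean inhibition across replicates of 30% or more, regardless of how many single replicates reach that level; inconclusive = mean under 30% yet at least half of replicates reach 30%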;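 note: positive control wells lacked labelled fibronectin entirely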
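Assay system: AH1F fibroblast monolayer, labelled fibronectin deposition. Amount: 10000 cells per well. Also added: labelled fibronectin 24 nM. Compound: single-point pinned compound. Incubation: cell attachment 1 h, compound and FN exposure overnight. Detection: fluorescence after three HBSS washes, excitation 485 nm, emission 525 nm. Read-out: inhibition of fibronectin deposition signal.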
E-sel inducer = E-selectin induction on HUVECs; P16581; HUVEC E-selectin immunofluorescence imaging; normalized: neutral wells 0, TNF-alpha wells 100; activation, % at 7.58 µM; hit rate 0.37% among 260,000;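 active = mean E-selectin-positive cell signal at least 10% of the positive control, reached in at least 60% of replicates, without over 20% cell loss; inconclusive = no rule given, readout overlaps actives, possibly toxicity-flagged; inactive = the rest, including those meeting only one limit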;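 note: in these data hits start at about 27%; measured in HUVEC primary endothelial cells; signal is the percent of cells scored E-selectin positive by PE staining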
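Test system: HUVEC; input: 3,000 HUVEC/well; measured by: immunofluorescence imaging; read-out: % PE-positive cells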
RAD52 inh = RAD52 (human) annealing inhibition. AID 651710. inhibition, % at 18.7 µM. P43351. recombinant RAD52 DNA annealing, FRET fluorescence. hit rate 0.46% among 360,000;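 active = every replicate showing at least 50% inhibition; inconclusive = mean inhibition at least 50% but not in every replicate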
RAD54 inh = inhibitors of human RAD54 branch migration; RAD54 Holliday junction branch migration, FAM/BHQ fluorescence; hit rate 0.14% among 360,000; inhibition, % at 10.4 µM;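 active = mean normalized replicate activity at least 40 and at least half of replicates scoring 40 or more; inconclusive = only one of the two criteria met; inactive = mean below 40 and under half of replicates reaching 40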;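 note: 0% = median of neutral control wells and 100% = median of positive control wells; inhibitors cause a drop in the FAM fluorescence signal; in these data hits start at about 50%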
Target sequence (Q92698 whole entry, looked up): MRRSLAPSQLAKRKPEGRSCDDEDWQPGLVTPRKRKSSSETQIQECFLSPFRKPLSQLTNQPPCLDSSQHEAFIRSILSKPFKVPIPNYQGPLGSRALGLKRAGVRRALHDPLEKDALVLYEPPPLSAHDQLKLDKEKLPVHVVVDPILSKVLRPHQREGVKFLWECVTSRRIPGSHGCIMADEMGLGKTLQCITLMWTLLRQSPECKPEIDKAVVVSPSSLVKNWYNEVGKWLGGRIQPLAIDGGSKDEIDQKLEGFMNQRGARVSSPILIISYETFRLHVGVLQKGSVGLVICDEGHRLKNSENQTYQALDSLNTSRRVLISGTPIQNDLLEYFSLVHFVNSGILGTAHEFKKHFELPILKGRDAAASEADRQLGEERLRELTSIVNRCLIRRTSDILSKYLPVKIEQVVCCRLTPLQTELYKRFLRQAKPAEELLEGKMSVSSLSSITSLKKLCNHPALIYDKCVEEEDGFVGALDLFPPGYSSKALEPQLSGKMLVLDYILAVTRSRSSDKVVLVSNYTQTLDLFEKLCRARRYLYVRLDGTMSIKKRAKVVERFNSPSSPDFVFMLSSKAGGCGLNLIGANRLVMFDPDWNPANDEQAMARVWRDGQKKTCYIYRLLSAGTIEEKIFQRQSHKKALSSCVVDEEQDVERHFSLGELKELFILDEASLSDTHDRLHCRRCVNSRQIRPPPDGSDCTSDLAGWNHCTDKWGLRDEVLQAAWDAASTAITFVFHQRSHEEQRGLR
Active calls of the source: *; ? = inconclusive; nt = not tested or not shown; & = joins results of further samples. The order is random, and some 3% of all compounds hit somewhere here.

| compound | Xi reactivation | RAD52 inh | S100A4 inh HTS | E-sel inducer | EWS-Fli inh | RAD54 inh | esBAF inh | FN deposition inh |
| --- | --- | --- | --- | --- | --- | --- | --- | --- |
| C[C@H]1CN([C@@H](C)CO)C(=O)c2ccccc2-c2ccccc2CO[C@H]1CN(C)C(=O)Nc1ccc2c(c1)OCO2 | -0.6 | -8 | 0 | -2.6 | -9 | 5 | 0 | -6 |
| CCCNC(=O)N1C[C@H](O)COC[C@@H]2O[C@@H](CC(=O)NCc3ccc(Cl)c(Cl)c3)CC[C@H]21 | 0.1 | -4 | 0 | 0.1 | -6 | -14 | 0 | -5 |
| CCOc1ccc(-n2cc(C(=O)c3cc(Cl)ccc3O)cc(C#N)c2=O)cc1 | 0.1 | -28 | -2 | nt | 15 | nt | nt | 2 |
| C/C(=C\c1ccccc1)C(=O)Nc1nccs1 | 0.0 | -9 | -1 | 1.9 | -73 | nt | ? | 8 |
| O=C(Cc1ccccc1[N+](=O)[O-])NCCc1ccc(F)cc1 | 0.0 | -31 | 2 | 3.4 | 11 | 5 | 15 | 9 |
| CSCCC(NS(=O)(=O)c1ccc2c(c1)Cc1cc(S(=O)(=O)NC(CCSC)C(=O)O)ccc1-2)C(=O)O (stereo not given) | 0.0 | -2 | 8 | 1.2 | 10 | -14 | -3 | 7 |
| CC[C@H](C)[C@@H]1NC(=O)c2cc([N+](=O)[O-])cc(F)c2NCCCC[C@@H](C(N)=O)NC(=O)[C@H](CCCCN)NC1=O | -0.3 | 65* | -6 | 0.5 | -5 | 15 | -7 | 3 |
| CC(=O)C1=CCC(c2ccco2)N(S(=O)(=O)c2ccc(C)cc2)C1 (stereo not given) | 0.0 | -5 | -1 | 0.0 | 5 | 1 | -4 | -4 |
| O=c1[nH]cc(N=Cc2cc(Cl)cc(Cl)c2O)c(=O)[nH]1 | -0.1 | -28 | 2 | nt | -7 | -14 | -4 | 0 |
| O=C(Nc1nnc(C2=COCCO2)o1)c1cccc(Br)c1 | 0.0 | -18 | -19 | -1.2 | nt | 5 | -4 | 1 |
| Nc1nonc1-n1nnc(C(=O)N/N=C/c2ccccc2Cl)c1CSc1ccccc1 | 0.0 | -8 | -3 | 4.7 | 4 | -5 | nt | 7 |
| CN(C)S(=O)(=O)c1ccc(NC(=O)c2cc(-c3cccs3)nc3ccccc23)cc1 | 0.0 | -19 | -1 | nt | 16 | -10 | nt | 6 |
| O=C(CCS(=O)(=O)c1ccccc1)Nc1ccc2c(c1)C(=O)NC2=O | 0.0 | -3 | 0 | 2.5 | -8 | nt | nt | -23 |
| O=C(c1ccc(Cl)nc1)N1CCN(C/C=C/c2ccccc2)CC1 | 0.4 | -24 | -10 | -1.7 | -2 | nt | nt | nt |
| COC(=O)c1cccc(NC(=S)Nc2cccc(Cl)c2C)c1 | 0.0 | -25 | -4 | nt | -4 | nt | nt | 3 |
| CCOC(=O)c1sc(NC(=O)C(C)Sc2nc(N)cc(=O)[nH]2)nc1C (stereo not given) | 0.1 | -22 | 3 | 0.0 | 1 | nt | -1 | 1 |
| CN(C)S(=O)(=O)c1cc(NC(=O)COC(=O)Cc2ccc(Cl)cc2Cl)ccc1Cl | 0.0 | nt | nt | 0.5 | nt | nt | -3 | -4 |
| Nc1nc(SCC(=O)N2CCCCCC2)[nH]c(=O)c1NC(=O)c1ccco1 | 0.0 | -12 | 2 | nt | 2 | -3 | -7 | -4 |
| C[C@@H]1CCCCO[C@H](CN(C)Cc2ccncc2)[C@H](C)CN([C@H](C)CO)C(=O)c2cc(NC(=O)Nc3ccc(F)cc3)ccc2O1 | 0.0 | nt | nt | -0.2 | 8 | 0 | 1 | 6 |
| COCC(=O)N[C@H]1CC[C@@H](CC(=O)N2CCCCC2)O[C@@H]1CO | 0.4 | -3 | 1 | -0.2 | 0 | 10 | -6 | -11 |
| CNc1ncnc2c1ncn2[C@@H]1O[C@H](CO)[C@@H](O)[C@H]1O | -0.1 | 6 | -3 | 2.5 | -1 | 9 | -8 | 4 |
| COc1cccc(C(=O)OCC(=O)NCCCc2ccccc2)c1 | 0.2 | -10 | -4 | 0.2 | -2 | -6 | -6 | -1 |
| Cc1cc(=O)[nH]c(SCCc2ccccc2)n1 | 0.0 | -23 | -12 | nt | 8 | -2 | 2 | 14 |
| COc1ccc(S(=O)(=O)Nc2ccc3c(c2)C(=O)N([C@H](C)CO)C[C@H](C)[C@H](CN(C)CC2CCCCC2)OCCCC[C@H](C)O3)cc1 | 0.5 | nt | nt | 0.3 | 20 | 5 | 1 | nt |
| CC=Cc1ccc2n(c1=O)C[C@H]1[C@H](CO)[C@@H](C(=O)Nc3ccc(-c4ccccc4)cc3)N(CCC)[C@@H]21 (mixture of isomers) | 0.1 | -79 | -11 | 0.1 | 7 | -3 | 10 | nt |
| CC(C)NC(=O)N(C)C[C@@H]1OCCCC[C@H](C)Oc2ccc(NS(C)(=O)=O)cc2C(=O)N([C@@H](C)CO)C[C@@H]1C | -0.8 | 6 | 1 | -0.2 | -3 | -9 | -1 | nt |
| O=C1CCCN1CCCNC(=S)Nc1ccc(F)c(Cl)c1 | -0.1 | -10 | 0 | 1.8 | 7 | 0 | 1 | -6 |
| N#C/C(=C\c1ccc([N+](=O)[O-])cc1)c1ccccn1 | 0.0 | 0 | 3 | nt | -88 | nt | nt | 9 |
| CC(=O)Nc1ccc(NC(=O)CSc2nc3nc(-c4cccs4)cc(C(F)(F)F)c3c(=O)[nH]2)cc1 | -0.1 | -12 | 2 | nt | 11 | nt | nt | 6 |
| Fc1ccc(-n2c(=S)[nH]c3cccnc32)cc1 | 0.0 | -9 | -4 | nt | 0 | 13 | -2 | -2 |
| CC1(c2nnnn2-c2ccc3c(c2)OCCO3)CCC(=O)N1CC1CCCCC1 (stereo not given) | 0.1 | -15 | 5 | 4.2 | -27 | nt | nt | -3 |
| COc1ccc(/C=C/C(=O)Nc2cc(S(=O)(=O)N3CCOCC3)ccc2OC)cc1 | 0.0 | -31 | -7 | -0.2 | 3 | 9 | 2 | 1 |
| Cc1c(O)ccc2c(CN(C)Cc3ccccc3)cc(=O)oc12 | -0.1 | -5 | 6 | 0.2 | 2 | 8 | 5 | 4 |
| Cc1nn(-c2ccc(F)cc2F)c(=O)c2noc(C)c12 | 0.0 | -20 | -3 | nt | -10 | nt | nt | -4 |
| Cc1ccccc1S(=O)(=O)N1C[C@@H]2[C@H](c3ccccc31)[C@H](CO)N2C(=O)CC1CC1 | 0.4 | 1 | -6 | -0.3 | -10 | -15 | -2 | nt |
| CCOC(=O)c1cnn(-c2ccccc2)c1NC(=O)CN1CCOCC1 | -0.1 | 1 | -1 | -0.1 | 2 | nt | -3 | 8 |
| COc1ccc2c3c(n(C)c2c1)[C@@H](CO)N(CC1CC1)CC31CCN(S(=O)(=O)c2cn(C)cn2)CC1 | 0.2 | -63 | 7 | 0.1 | 6 | nt | nt | nt |
| O=C(N/N=C/c1ccc(OC(F)F)cc1)c1ccc(CSc2nc3ccccc3[nH]2)cc1 | 0.1 | -10 | -18 | nt | -12 | nt | nt | 5 |
| Cc1noc(C)c1NC(=O)N[C@@H]1C=C[C@@H](CC(=O)N2CCN(C)CC2)O[C@H]1CO | -0.5 | 2 | 0 | -0.6 | -2 | -2 | -1 | nt |
| C[C@H]1CN([C@@H](C)CO)C(=O)c2cc(-c3cccc(F)c3)cnc2O[C@H]1CN(C)C(=O)Nc1cc(F)ccc1F | 0.5 | -6 | -4 | 0.0 | -11 | -11 | -1 | 8 |
| CCOC(=O)[C@]12CCC=C1N(Cc1ccccc1)C(=O)[C@H](CC(=O)N1CCCC1)C2 | -0.1 | -15 | -2 | nt | 2 | nt | nt | -8 |
| COc1cc2[nH]c(=S)nc(NCCc3ccc(S(N)(=O)=O)cc3)c2cc1OC | 0.0 | -10 | 3 | nt | 6 | nt | nt | 0 |
| COc1ccccc1NC(=O)N(C)C[C@@H]1OCc2cnnn2CCCC(=O)N([C@H](C)CO)C[C@@H]1C | -0.1&0.9 | -7&15 | -2&7 | -0.5 | 10&-3 | -5&-2 | -1&5 | -11 |
| O=c1c2ccccc2sn1-c1ccccc1F | -0.1 | -16 | -1 | -0.1 | 13 | 11 | 13 | -8 |
| Oc1ccccc1N1CCN(C(=S)NCc2ccccc2)CC1 | 0.1 | -8 | -3 | nt | -7 | 4 | 12 | nt |
| CCOc1ccc(NC(=O)c2ccc(F)c(S(=O)(=O)N3CCCC3)c2)cc1 | -0.1 | -7 | 1 | -0.1 | 1 | 0 | 5 | 9 |
| C[C@H](CO)N1C[C@H](C)[C@@H](CN(C)C(=O)Nc2ccc3c(c2)OCO3)Oc2ccc(NC(=O)C3CC3)cc2C1=O | 0.1 | 12 | -7 | 1.3 | -7 | 0 | 6 | nt |
| CC(C)NC(=O)Nc1cccc2c1O[C@H](CN(C)C(=O)Nc1ccccc1)[C@H](C)CN([C@H](C)CO)C2=O | -0.1 | -5 | 3 | -0.1 | -4 | -3 | -1 | -4 |
| Cc1ccccc1NC(=O)CSc1ccc(-c2cccnc2)nn1 | 0.9 | -8 | 33 | nt | 4 | 12 | 6 | -5 |
| O=C(Cc1ccccc1)Nc1nc2ccccc2[nH]1 | nt | 6 | -3 | nt | -39 | -10 | 22 | nt |
| O=C(/C=C/c1ccccc1)Nc1ccc(Br)cn1 | 1.0 | -14 | 4 | 9.2 | 14 | nt | nt | 1 |
| O=C(COC(=O)Cn1cnc2ccccc2c1=O)NCc1ccccc1 | 0.0 | -9 | -14 | 0.5 | 1 | -1 | 2 | 0 |
| CCC(=O)Nc1sc(C(=O)Nc2ccccc2F)c(C)c1C(=O)OC | 0.4 | -66 | 8 | -0.1 | -63 | nt | nt | -6 |
| CC(C)(C)OC(=O)N[C@@H](Cc1ccccc1)C(=O)N[C@@H](CO)[C@H](O)[C@@H]1C[C@@H]1C(=O)N1CCCC1 | 0.1 | -5 | -2 | nt | -14 | 7 | -3 | -6 |
| COCc1cc(C)nc(SCC(=O)Nc2nc(C)cs2)c1C#N | 1.1 | -26 | -1 | nt | 62* | -4 | -14 | -3 |
| CCc1nc2c(OCCn3cccc3)cccn2c1N(C=O)Cc1ccccc1 | 0.3 | -51 | -3 | -0.6 | 1 | 1 | 0 | nt |
| O=C(CCC(=O)c1cccs1)NCc1cccc(Cl)c1 | 0.0 | -12 | 7 | -0.1 | -2 | 1 | -6 | -17 |
| COc1ccccc1C1(CCNC(C)c2cccs2)CCOC(C(C)C)C1 (stereo not given) | 0.4 | -35 | 0 | nt | 13 | -6 | nt | 6 |
| C=CCn1c(SCc2ccc(Cl)cc2)nc2cc(C(=O)N3CCC(C(N)=O)CC3)ccc2c1=O | -0.1 | -11 | -14 | 3.4 | 3 | -2 | nt | -1 |
| CCOc1cc(/C=N/NC(=O)c2nnn(-c3nonc3N)c2C)ccc1OCc1cccc(F)c1 | 0.0 | -5 | 11 | 2.3 | nt | 0 | 0 | -7 |
